SENP8 block-1 – SENP8 protease inhibitors, primary screen, biochemical, luminescence. 330,000 tested, 1.2% active. purified SENP8, Z-RLRGG-aminoluciferin cleavage. inhibition, % at 10 µM. AID 2540, 2010; in the data active = inhibition above about 50%
Target sequence (Q96LD8 whole entry, looked up): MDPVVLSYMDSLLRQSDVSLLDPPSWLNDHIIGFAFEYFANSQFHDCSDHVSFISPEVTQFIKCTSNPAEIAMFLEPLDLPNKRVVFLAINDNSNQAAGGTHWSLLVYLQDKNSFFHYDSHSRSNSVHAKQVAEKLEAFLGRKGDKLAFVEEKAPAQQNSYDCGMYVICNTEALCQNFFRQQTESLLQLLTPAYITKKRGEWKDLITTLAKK
SENP8 block-2 – human SENP8 protease inhibitors, primary screen, biochemical, fluorescence, Nedd8 protein substrate, uHTS | Sentrin-specific protease 8 (Homo sapiens), Q96LD8 | recombinant SENP8 | inhibition, % at 20 µM | 360,000 tested, 0.64% active | AID 602440, 2012; in the data active = inhibition mostly above about 40%, no sharp cut-off; inactive = mostly below about 27%
SENP7 block – SENP7 protease inhibitors, primary screen, biochemical, luminescence, uHTS; Sentrin-specific protease 7 (Homo sapiens), Q9BQF6; recombinant SENP7, Z-RLRGG-aminoluciferin luminescence, 40 min; inhibition, % at 5 µM; 330,000 tested, 1.5% active; AID 434973, 2010;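 active = inhibition above about 50% at the single test dose, limit read from the data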;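 note: plate controls were DMSO with enzyme for no effect and no enzyme buffer wells for full effect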
Apaf-1 inh – inhibitors of human Apaf-1 apoptosome, primary screen, biochemical, DEVD-Rh110 fluorescence, uHTS | Apoptotic protease-activating factor 1 (Homo sapiens), O14727 | reconstituted apoptosome caspase-3 activity | inhibition, % at 20 µM | 330,000 tested, 0.71% active | AID 489030, 2010; active = inhibition of at least 40% at 20 µM;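 note: plate controls were DMSO wells for no effect and DEVD-CHO caspase inhibitor wells for full effect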
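Material: reconstituted apoptosome with Apaf-1, cytochrome c, caspase-9, procaspase-3, dATP. Technique: Rh110 fluorescence intensity. Buffer or medium: pH 7.5 Hepes buffer with CHAPS, BSA, DTT. Times: 30 min plus 50 min, RT.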
PfGluPho inh – PfG6PD enzyme inhibitors, primary screen, biochemical, fluorescence intensity, uHTS. glucose-6-phosphate dehydrogenase-6-phosphogluconolactonase (Plasmodium falciparum 3D7). PfGluPho enzyme, NADPH resazurin-diaphorase fluorescence. inhibition, % at 20 µM. 350,000 tested, 0.78% active. AID 504690, 2011;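 active = inhibition reaching at least a set limit at 20 µM in the primary screen, cut at about 59% in these data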;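 note: 0% = DMSO wells with substrate and 100% = DMSO wells lacking glucose-6-phosphate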
HKDC1 inhibitor – HKDC1 hexokinase inhibitors, primary screen, biochemical, fluorescence, uHTS; Q2TB90; recombinant HKDC1, G6PDH/diaphorase resazurin coupled fluorescence; inhibition, % at 20 µM; 340,000 tested, 0.16% active; AID 493160, 2011;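 active = inhibition above about 35% when tested at 20 µM, limit read from the data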;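 note: plate controls were DMSO wells with enzyme for no effect and DMSO wells lacking enzyme for full effect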
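test system = in-house recombinant HK5 (HKDC1) enzyme | amount = HKDC1 at 5 µg/mL | control set = DMSO-enzyme wells negative, buffer-substituted wells positive | compound = one dose of 20 µM, 1% DMSO | schedule = reaction time 90 min, room temperature, protected from light | technique = resorufin fluorescence at 613 nm | reagent = glucose with 1 mM ATP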
NLRP3 yeast inh – NALP3 inflammasome inhibitors in reconstituted yeast, primary screen, luminescence, uHTS; Yeast reconstituted NLRP3/ASC/caspase-1, beta-gal luminescence, 24 h; inhibition, % at 10 µM; 330,000 tested, 0.39% active;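 active = inhibition of 50% or more; inactive = inhibition below 50%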;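 note: plate controls were induced DMSO wells for no effect and uninduced yeast grown without galactose for full effect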
SENP1 FRET inh – human SENP1 catalytic domain inhibitors, primary screen, biochemical, FRET, uHTS | recombinant SENP1 catalytic domain, CyPet-SUMO1-YPet FRET cleavage | inhibition, % at 10 µM | 360,000 tested, 0.21% active | AID 624204, 2012;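 active = inhibition at least 30% at 10 µM, raw YFP signal under a set limit, fluorescence ratio 0.5 to 1.5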;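 note: 0% = enzyme with DMSO and 100% = no enzyme wells; some results filed as inactive read as strong as hits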
Target sequence (Q9P0U3 419-644 limits assumed): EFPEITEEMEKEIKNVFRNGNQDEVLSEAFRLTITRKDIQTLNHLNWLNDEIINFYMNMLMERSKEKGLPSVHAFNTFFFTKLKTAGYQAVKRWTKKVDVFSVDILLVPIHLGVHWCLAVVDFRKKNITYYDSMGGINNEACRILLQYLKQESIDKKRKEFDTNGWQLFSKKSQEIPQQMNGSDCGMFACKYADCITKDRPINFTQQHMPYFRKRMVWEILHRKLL
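system = hSENP1 catalytic domain, recombinant | reagent = SFCypet-SUMO1-SFYpet substrate at 25 nM | doses = one dose per compound, 10 µM, 0.5% DMSO | incubation = enzyme reaction for 50 min at room temperature, dark | measured by = FRET, CFP and YFP emission | controls = no-enzyme low, enzyme-DMSO high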
SENP6 block – SENP6 protease inhibitors, primary screen, biochemical, luminescence, uHTS. Recombinant SENP6 catalytic domain, aminoluciferin luminescence. inhibition, % at 10 µM. 330,000 tested, 1.8% active;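 active = inhibition above about 50% at the single tested dose, limit read from the data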;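 note: plate controls were DMSO wells with enzyme for no effect and DMSO wells lacking enzyme for full effect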
Target sequence (Q9GZR1 628-1112 limits assumed): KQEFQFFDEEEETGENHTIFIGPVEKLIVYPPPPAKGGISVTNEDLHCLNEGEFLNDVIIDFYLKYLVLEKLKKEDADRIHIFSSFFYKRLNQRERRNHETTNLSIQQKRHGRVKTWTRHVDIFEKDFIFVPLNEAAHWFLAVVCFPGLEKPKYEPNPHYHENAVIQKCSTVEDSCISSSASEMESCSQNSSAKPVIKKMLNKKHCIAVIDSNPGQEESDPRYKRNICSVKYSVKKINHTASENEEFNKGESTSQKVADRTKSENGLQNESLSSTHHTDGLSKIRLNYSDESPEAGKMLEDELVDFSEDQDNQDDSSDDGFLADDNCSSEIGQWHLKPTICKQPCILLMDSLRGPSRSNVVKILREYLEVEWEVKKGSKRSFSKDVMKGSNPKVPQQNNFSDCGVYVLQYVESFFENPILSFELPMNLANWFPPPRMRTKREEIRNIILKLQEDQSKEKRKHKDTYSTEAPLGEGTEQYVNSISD
Numbers without * were called inactive; i = inactive; . = no result given.

SMILES	SENP8 block-1	SENP8 block-2	SENP7 block	Apaf-1 inh	PfGluPho inh	HKDC1 inhibitor	NLRP3 yeast inh	SENP1 FRET inh	SENP6 block
CCOc1ccccc1C(=O)N(Cc1ccc(C)o1)C1CCS(=O)(=O)C1 (stereo not drawn)	10	22	-4	-7	16	-6	-1	1	3
CC(Oc1ccccc1)c1ccn[nH]1 (stereo not drawn)	-8	6	-2	6	-3	-7	7	4	-16
Cn1nnnc1SCCNS(=O)(=O)c1ccccc1	1	19	1	-1	-13	1	16	0	-2
CCCCC1CCC(C(=O)N(CCCC)c2c(N)n(CCCC)c(=O)[nH]c2=O)CC1 (stereo not drawn)	-3	-4	2	7	-15	-5	11	-14	2
O=C(NC(Cc1ccccc1)C(=O)O)/C(=C/c1ccccc1)NC(=O)c1ccco1 (stereo not drawn)	3	-21	-3	1	4	4	15	-123	-12
Cc1nn(-c2ccccc2)c2c1C(c1cccs1)C(C#N)=C(N)O2 (stereo not drawn)	4	22	3	-10	-6	-2	9	-10	-10
CCCCOC(=O)C1=C(C)Nc2ncnn2C1c1ccc(OC)c(OC)c1 (stereo not drawn)	8	6	4	-2	34	7	-6	1	-2
C=CCc1cccc(/C=N/NC(=O)CCCNc2ccc(C)cc2)c1O	.	16	.	.	20	-17	.	-2	.
CC(C)(C)c1ccc(/C=C/C(=O)Nc2nncs2)cc1	28	4	79*	-2	-4	2	9	2	47
CN1C(=O)[C@H]2[C@@H](/C=C/c3ccccc3)N3C(=O)CN(CCO)C(=O)[C@@]3(C)[C@H]2C1=O	-11	0	7	2	0	-6	21	-2	-8
COc1ccc(/C=C2\COc3ccccc3C2=O)cc1OC	0	-11	0	-3	-6	5	36	-1	-23
O=C(CSc1nnnn1-c1ccccc1)Nc1ccc(N2CCOCC2)c(Cl)c1	-4	3	25	5	21	-3	-2	-1	-22
CCOC(=O)c1[nH]c(C)c(C(=O)Nc2ccc(F)cc2)c1C	-3	8	-2	-2	-4	-5	7	2	-5
CCC1CCCCN1CCCNC(=O)c1ccc2c(=O)n(CCOC)c(=O)[nH]c2c1 (stereo not drawn)	2	-139	0	5	20	-7	23	-2	-20
CC(Oc1ccc(Cl)cc1)C(=O)Nc1ccccc1C(=O)N1CCOCC1 (stereo not drawn)	-5	8	-5	-13	-4	-5	8	1	-9
Cc1nnsc1C(=O)NNc1c(Cl)cccc1Cl	-6	12	-12	-10	3	0	15	3	-14
CCOC(=O)CSc1nnc(Cc2ccccc2)n1CC1CCCO1 (stereo not drawn)	-11	4	-7	5	-5	-4	11	-2	-4
Cc1cc(C(=O)NC(C)c2ccccc2)c2cc(F)ccc2n1 (stereo not drawn)	0	-3	2	1	11	-11	9	0	-8
CC(=O)Nc1ccc(NC(=O)COC(=O)Cn2cnc3ccccc32)cc1	1	4	5	-2	2	-8	1	5	7
CC(=O)N1CSCC1C(=O)O (stereo not drawn)	-12	25	-6	-5	-12	-1	17	0	-8
COc1ccccc1NC(=S)N(Cc1ccco1)Cc1cc2cc(C)c(C)cc2[nH]c1=O	-7	-21	-1	15	10	2	14	-5	-6
Cc1c(CCO)sc[n+]1CC(=O)OCCC12CC3CC(CC(C3)C1)C2	-4	23	1	-3	-22	15	12	0	-1
Cc1ccc(S(=O)(=O)Oc2ccc(/C=N/NC(=O)c3cccnc3)cc2)cc1	4	4	3	-12	22	-6	2	1	1
CCCCC(=O)Nc1nnc(S(=O)(=O)N(CC)c2ccc(OC)cc2)s1	-5	-1	0	8	-16	4	-5	-3	-28
CCOC(=O)N1CCN(C(=O)Nc2ccc3nc(C)sc3c2)CC1	-3	-122	-2	-7	2	-3	-6	-32	-4
(next part)
SMILES	SENP8 block-1	SENP8 block-2	SENP7 block	Apaf-1 inh	PfGluPho inh	HKDC1 inhibitor	NLRP3 yeast inh	SENP1 FRET inh	SENP6 block
CC1(C)OC(=O)C(C(c2ccccc2)C(C#N)C(N)=O)=C(O)O1 (stereo not drawn)	-14	16	-9	-2	0	-7	16	1	0
COc1ccc(C(=O)NCC(=O)OCC(=O)Nc2cccc(S(=O)(=O)N3CCCC3)c2)cc1	-3	13	7	-7	-26	-3	-8	2	-5
COc1ccc(CNC(=O)CCC(=O)N2CCN(C(C)=O)CC2)cc1	1	-9	1	1	-4	-3	1	-21	11
CCCCCCCCCCCCN1C(=O)CSC1c1cccnc1 (stereo not drawn)	6	4	0	17	12	9	-1	-7	-6
CCOC(=O)/C(C#N)=C/C1=C(N2CCOCC2)CC(C)(C)OC1	8	-23	7	-26	-5	-9	11	-33	2
O=C(COc1ccccc1)N1CCN(C(=O)Cc2ccccc2)CC1	0	8	3	-12	-17	-2	21	0	-1
O=C(CSc1nc2ccccc2[nH]1)NC1CCCc2ccccc21 (stereo not drawn)	5	11	3	2	64*	2	4	3	6
COc1cccc(NC(=O)N2CCCC2C(=O)Nc2ccc3c(c2)OCO3)c1 (stereo not drawn)	-4	15	0	4	11	-1	4	-1	-14
COc1ccc(N2CCN(C(=O)CSc3nnc(-c4ccco4)n3C)CC2)cc1	-15	.	-9	7	11	-6	7	.	-13
Cc1sc2nc(SCC(=O)N(CCO)CCO)nc(N)c2c1C	-9	12	-3	2	22	10	11	-13	8
COc1ccccc1C(C(=O)NC1CCCCC1)N(C(=O)c1csnn1)C1CC1 (stereo not drawn)	0	16	-2	-4	1	3	12	2	-3
c1ccc(Cc2nnc3sc(C4COc5ccccc5O4)nn23)cc1 (stereo not drawn)	0	11	2	-7	28	-10	-27	-2	1
CC(C)(C)C(=O)NNC(=O)C1CC1(c1ccccc1)c1ccccc1 (stereo not drawn)	1	11	-4	2	-8	-5	18	2	-12
Cc1ccc(-c2nnn(CC(=O)N(Cc3ccco3)C(C(=O)NC(C)(C)C)c3ccc(C)o3)n2)o1 (stereo not drawn)	-3	5	11	12	-11	8	15	-3	-3
CCCc1cc(C(=O)N2CCCC(Cc3cccc(Cl)c3)(C(=O)OCC)C2)n(C)n1 (stereo not drawn)	-1	15	-8	19	12	-3	4	0	-4
CS(=O)(=O)c1ccc2c(c1)SC1=NC(=O)/C(=C/c3ccco3)C(=N)N12	-3	-16	-4	3	3	11	-2	-40	-41
CC1=NN(c2ccccc2)C(=O)C1(C)C	-10	28	4	-4	-8	-4	14	0	-10
Cc1cc(NC(=O)CN2CCN(C/C=C/c3ccccc3)CC2)c([N+](=O)[O-])cc1C	-2	25	-4	8	8	-9	13	1	7
CCCCc1nc2cc(C(=O)N(C)C(C)c3ccccn3)ccc2o1 (stereo not drawn)	10	17	3	3	-11	4	20	2	-3
CCc1ccc(NC(=O)C(C)OC(=O)/C=C/c2cccc([N+](=O)[O-])c2)cc1 (stereo not drawn)	-14	28	-6	-9	-7	-8	8	3	-5
COC(=O)c1c(NC(=O)CSc2ccccc2N)sc(C)c1C	-2	4	-4	11	-1	7	19	0	-2
CCOc1ccccc1N(CC(=O)Nc1cccnc1)S(=O)(=O)c1ccc(C)cc1	1	-4	4	7	-1	-10	10	2	3
CC(C(=O)NCCc1ccc(F)cc1)N1CCN(Cc2ccccc2)CC1 (stereo not drawn)	10	12	-1	-16	10	-5	8	-4	21
Nc1[nH]n(-c2c(Cl)cc(Cl)cc2Cl)c(=O)c1N=Nc1ccc(S(=O)(=O)Nc2ncccn2)cc1	7	34	-1	-8	-26	2	13	0	-6
Cc1ccc(/C=N/NC(=O)c2cccc(NC(=O)c3ccccc3Cl)c2)o1	-6	-34	6	11	-1	-5	2	-2	21

Random excerpt: five records from the list
SMILES	SENP8 block-1	SENP8 block-2	SENP7 block	Apaf-1 inh	PfGluPho inh	HKDC1 inhibitor	NLRP3 yeast inh	SENP1 FRET inh	SENP6 block
CCc1ccc(NC(=O)C(C)OC(=O)/C=C/c2cccc([N+](=O)[O-])c2)cc1 (stereo not drawn)	-14	28	-6	-9	-7	-8	8	3	-5
COc1cccc(NC(=O)N2CCCC2C(=O)Nc2ccc3c(c2)OCO3)c1 (stereo not drawn)	-4	15	0	4	11	-1	4	-1	-14
CCOc1ccccc1N(CC(=O)Nc1cccnc1)S(=O)(=O)c1ccc(C)cc1	1	-4	4	7	-1	-10	10	2	3
Cc1cc(NC(=O)CN2CCN(C/C=C/c3ccccc3)CC2)c([N+](=O)[O-])cc1C	-2	25	-4	8	8	-9	13	1	7
CCOC(=O)/C(C#N)=C/C1=C(N2CCOCC2)CC(C)(C)OC1	8	-23	7	-26	-5	-9	11	-33	2

(more compounds)
SMILES	SENP8 block-1	SENP8 block-2	SENP7 block	Apaf-1 inh	PfGluPho inh	HKDC1 inhibitor	NLRP3 yeast inh	SENP1 FRET inh	SENP6 block
Cc1ccc(OCCC(=O)Nc2ccccc2C(=O)NC2CC2)cc1	-1	-11	10	4	-12	2	3	0	-4
CC(C)C1Cc2nc(Cl)c(C#N)cc2CO1 (stereo not drawn)	-5	-31	-2	-7	3	-1	-5	-13	-17
COc1ccc(CCN2CC(C(=O)NCc3ccccc3)CCC2=O)cc1 (stereo not drawn)	-1	7	-12	-2	-4	-4	14	0	-4
CCCn1c(-c2ccccc2)nc2c(=O)n(C)c(=O)[nH]c21	1	i	9	9	15	-7	20	0	11
COc1ccc(OC)c(NC(=O)CC2Oc3ccccc3NC2=O)c1 (stereo not drawn)	2	13	2	-3	-4	4	11	-2	8
CC(Oc1cccc(Cl)c1)C(=O)N1CCCN(C)CC1 (stereo not drawn)	-5	4	16	-1	-17	-6	11	0	-11
CS(=O)(=O)N(CC(O)Cn1c2ccccc2c2ccccc21)c1ccccc1 (stereo not drawn)	8	2	2	5	20	-5	7	-3	5
CC(C)(C=O)C1=CC(=O)c2ccccc2C1=O	.	-329	.	.	119*	51*	.	3	.
CC(NC(=O)C1CCCN1C(=O)OCc1ccccc1)c1ccccc1 (stereo not drawn)	-2	7	-5	7	14	-11	17	-1	-2
COC(=O)c1sc(NC(=O)C2CCCO2)c(C(=O)OC)c1C (stereo not drawn)	-10	8	-12	13	-5	3	40	-1	-4
CC(C)(C)NC(=O)C(c1ccsc1)N(CCc1ccccc1)C(=O)Cn1nnc2ccccc21 (stereo not drawn)	-7	9	-1	-1	-10	-1	10	2	2
CCOC(=O)C1=C(C)NC(C)=C(C(=O)OCC)C1C(=O)OCC(=O)N1CCOCC1	10	-356	-3	-6	-7	-4	-2	-7	-2
COc1ccc(CNC(=O)COC(=O)c2cnccn2)cc1	-7	9	0	-5	5	-8	-1	-5	2
CC(=O)Nc1ccc(-c2nc3cc(Cl)ccc3o2)cc1	44	-426	59*	-15	-3	6	23	1	57*

Source: PubChem BioAssay

No enrichment for hits; about 4.1% have a hit in one of these screens.
